Source: PubChem BioAssay (several laboratories)
NF-kB neuron act: NF-kB expression increase, human neuronal cells | NF-kB reporter expression; stronger effect = higher value | fold change at 12.5 µM | 190,000 tested, 1.6% active | AID 1239; in the data active = fold change above about 3.3
STAT1 act: activators of IFN-gamma induced STAT1 signaling; NIH 3T3 STAT1-luciferase reporter, luminescence; 100% = IFN-gamma alone, no compound; activation (% of control), % at 5.5 µM; 200,000 tested, 2.6% active; AID 932;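 active = activation above the screen-wide mean activation plus 3 SD, cut at about 130% in these data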;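 note: raw ratio to IFN-gamma control signal so 100% means no change and 0% no light; values of inactives mirror those of a sister screen read the other way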
Diaph inh CS: diaphorase inhibition or chemical oxidation counter-screen. 190,000 tested, 0.69% active. AID 1217. diaphorase resazurin-to-resorufin fluorescence, NADH, 16 min; bacterial (C. kluyveri) enzyme, not human. inhibition, % at 20 µM;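 active = primary screen inhibition at 20 µM above a set limit, cut at about 50% in these data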;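 note: plate controls were DMSO with full reaction for no effect and wells lacking NADH for full effect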
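System: Bacterial diaphorase enzyme (C. kluyveri) | Incubation: 16-min room-temperature incubation before reading | Benchmarks: No-NADH positive control and DMSO neutral control | Measured by: Resorufin fluorescence 544/590 nm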
FLuc inhib CS: counter-screen for luciferase assay inhibitors: firefly luciferase inhibition. P08659. ATPLite firefly luciferase biochemical luminescence, 10 min. inhibition, % at 10 µM. 200,000 tested, 1.5% active. AID 1006;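 active = inhibition above about 50% when tested at 10 µM, limit read from the data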
Target sequence (P08659 whole entry, looked up): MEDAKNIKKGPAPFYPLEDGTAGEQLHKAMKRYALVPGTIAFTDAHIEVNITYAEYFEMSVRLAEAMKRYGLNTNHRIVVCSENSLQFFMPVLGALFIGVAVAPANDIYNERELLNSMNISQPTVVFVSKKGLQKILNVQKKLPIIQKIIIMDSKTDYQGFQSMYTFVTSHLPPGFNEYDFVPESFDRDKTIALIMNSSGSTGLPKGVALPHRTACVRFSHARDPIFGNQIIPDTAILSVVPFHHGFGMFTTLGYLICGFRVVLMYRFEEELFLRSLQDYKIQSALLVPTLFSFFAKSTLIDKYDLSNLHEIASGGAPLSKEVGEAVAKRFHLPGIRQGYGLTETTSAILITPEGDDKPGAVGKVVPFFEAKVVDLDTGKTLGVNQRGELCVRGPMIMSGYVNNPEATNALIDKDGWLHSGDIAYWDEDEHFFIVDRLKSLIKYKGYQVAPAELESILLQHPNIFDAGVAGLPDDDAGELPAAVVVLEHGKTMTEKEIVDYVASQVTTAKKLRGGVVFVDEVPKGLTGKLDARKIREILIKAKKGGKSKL
G6PDH CS: inhibits Leuconostoc G6PDH, flagging false hits in G6PDH-based assays. Purified L. mesenteroides G6PDH, diaphorase/resazurin coupled fluorescence, 45 min. inhibition, % at 5 µM. 200,000 tested, 0.12% active. AID 1020; in the data active = inhibition above about 50%
Diaph act CS: diaphorase activation or chemical reduction counter-screen | Diaphorase/resazurin coupled assay, resorufin fluorescence, 16 min; stronger effect = higher value; 1 = vehicle wells, 0 = NADH-free wells | activation factor at 20 µM | 190,000 tested, 0.005% active | AID 1229;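 active = diaphorase activity raised at least twofold by the compound at 20 µM; inactive = activation factor below 2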
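Material: purified diaphorase enzyme from Clostridium kluyveri / Medium: HEPES pH 7.4 buffer with MgCl2 and Tween 20 / Schedule: enzyme reaction of 16 min at room temperature / Measured by: resorufin fluorescence, excitation 544 nm, emission 590 nm / Evaluation: rise in resorufin formation, marking diaphorase activation or chemical reduction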
TLR4-MyD88 BLA: blocks binding of human TLR4 to MyD88; HeLa CL3-4 TLR4/MyD88 BLA complementation, FRET ratio; inhibition, % at 8.4 µM; O00206+Q99836; 200,000 tested, 0.18% active; in the data active = inhibition above about 25%;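 note: 0% = vehicle and 100% = reference inhibitor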
FLuc stim CS: affects firefly luciferase, flagging false hits in luciferase stimulation screens; ATPlite luciferase biochemical, luminescence, 10 min; 0 = ATP-free wells, 1 = DMSO control; P08659; 200,000 tested, under 10 active; activation factor at 10 µM;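 active = luciferase activation factor, scaled between plate controls, of at least 2 with compound at 10 µM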
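Assay system: Luciferase/luciferin detection reagent, cell-free biochemical luciferase assay / Read-out: luciferase activation / Benchmarks: No-ATP low control, compound-free enzyme-plus-ATP high control / Medium: PBS buffer for ATP / Detection: luminescence measurement of luciferase light output / Schedule: 10 min at ambient temperature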
APP transl inh: APP translation inhibition. SH-SY5Y APP 5'UTR-luciferase reporter, luminescence. inhibition, % at 2 µM. 190,000 tested, 0.82% active. AID 1285;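 active = inhibition above a set limit, derived from the sample mean plus 3 SD, cut at about 45% in these data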; note: values of inactives mirror those of a sister screen read the other way
APP 5'UTR act: activates APP 5'UTR luciferase reporter; SH-SY5Y APP 5'UTR luciferase reporter, luminescence; zero percent = DMSO vehicle wells; activation, % at 2 µM; 190,000 tested, 1% active;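 active = activation above a set limit, based on mean plus 3 SD of controls, cut at about 140% in these data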; note: values of inactives mirror those of a sister screen read the other way
* hit, by the source's call; x = not tested or not shown. Compounds as they come. Share with any hit: about 5.6%.

SMILES	NF-kB neuron act	STAT1 act	Diaph inh CS	FLuc inhib CS	G6PDH CS	Diaph act CS	TLR4-MyD88 BLA	FLuc stim CS	APP transl inh	APP 5'UTR act
CC(C)(C)NC(=O)CN(C(=O)C1CSC(=O)C1)c1ccc2c(c1)OCCO2 (stereo not drawn)	0.73	108.1	6.6	-11.2	1.3	0.9	-3.3	1.1	-25.3	25.3
COc1ccc(OCc2nnc(SCC(N)=O)n2N)cc1	1.09	105.4	11.6	-6.1	3.3	0.9	5.5	1.1	-0.9	0.9
CNC(=O)Nc1ccccc1C(=O)NCc1ccccc1	0.98	100.8	9.0	-8.9	4.3	0.9	1.2	1.1	-3.6	3.6
CNS(=O)(=O)c1cccc(C(=O)Nc2cccc(Cl)c2)c1	1.63	102.6	13.1	3.2	13.5	0.9	-18.7	1	47.9*	-47.9
CC(C)(C)C(=O)NC(=S)Nc1ccc(Cl)c(C(=O)O)c1	1.15	93.4	19.0	3.1	13.9	0.8	1.8	1	0.8	-0.8
O=C(c1cccs1)N1CCN(S(=O)(=O)c2ccc(F)cc2)CC1	0.88	93.9	13.7	-4.7	7.2	0.9	13.0	1	0.3	-0.3
COc1ccc(S(=O)(=O)N2CCOC2CNC(=O)C(=O)NCCc2ccc(OC)c(OC)c2)cc1C (stereo not drawn)	0.48	99.6	24.2	-4.4	7.1	0.8	-0.5	1	3.9	-3.9
Cc1ccc(C)c(SCC(=O)NC(=O)Nc2ccc3c(c2)OCCO3)c1	1.22	94.7	21.6	-8.7	6.0	0.8	-5.3	1.1	-4.3	4.3
CCN(CC)c1ccc(C2C3CCCCC3(O)CCN2CC(=O)N2CCCCC2)cc1 (stereo not drawn)	0.98	105.2	10.1	-3.3	13.2	0.9	2.9	1	1.0	-1.0
O=C(Nc1ncnc2sc3c(c12)CCCCC3)c1ccc(F)cc1	0.96	99.5	8.5	-6.6	-1.5	0.9	-0.8	1.1	-1.0	1.0
COc1ccc(C(c2nnnn2C2CCCCC2)N2CCN(C)CC2)c(OC)c1 (stereo not drawn)	1.2	102.6	x	-5.4	11.6	x	-1.8	1.1	-18.7	18.7
C/C(=N\NC(=O)c1c(C)nc2ccccn12)c1cccc([N+](=O)[O-])c1	1.12	92.5	7.5	0.0	-1.0	0.9	-3.5	1	-1.9	1.9
CS(=O)(=O)N(CC(=O)O)c1ccc2c(c1)OCO2	0.98	102.6	18.2	-1.8	2.5	0.8	12.4	1	-19.5	19.5
COc1ccc(Nc2nc(-c3cccs3)nc3ccccc23)c(OC)c1	0.62	103.4	28.0	-4.0	9.5	0.7	-7.3	1	-4.1	4.1
CCC(C)n1[nH]c(=O)c2c(C)cc(C)nc21 (stereo not drawn)	1.02	92.6	2.8	-3.8	-6.9	1	-9.2	1	-8.7	8.7
CC(C)N(Cc1cc2ccccc2[nH]c1=O)C(=O)C(C)(C)C	1.19	100.2	10.2	-7.9	-1.9	0.9	3.2	1.1	13.2	-13.2
O=C(CSc1nccn1-c1ccccc1)Nc1ccc2c(c1)OCO2	1.61	103.2	6.0	0.3	5.5	0.9	1.0	1	-3.8	3.8
OCCN(Cc1ccccc1)CC(O)COc1ccc(-c2ccccc2)cc1 (stereo not drawn)	1.12	110.2	x	-0.7	16.0	x	-1.0	1	-13.2	13.2
COc1ccc(OC)c(N(CC(=O)NC2CC2)S(=O)(=O)c2ccc(C)cc2)c1	0.9	109.9	1.2	-1.2	4.9	1	2.5	1	5.0	-5.0
Cc1ccc(-c2csc(Nc3ccccc3)[n+]2CCc2ccccc2)cc1	1.28	104.0	10.9	0.5	-4.5	0.9	-7.9	1	3.7	-3.7
CCCCOc1ccc(C(=O)C(CN2CCOCC2)c2ccccc2)cc1 (stereo not drawn)	x	82.8	21.9	-7.6	2.5	0.8	5.2	1.1	5.3	-5.3
O=c1c2c(nc3cc(-c4ccc(Br)cc4)[nH]n13)CCCC2	3.27	204.6*	x	57.8*	23.7	x	0.3	0.4	-173.8	173.8*
CCOC(=O)C(CC)Sc1nc2c(cnn2-c2ccccc2)c(=O)[nH]1 (stereo not drawn)	1.08	109.2	18.2	-2.1	3.0	0.8	-1.1	1	-10.6	10.6
COc1ccccc1-c1cc(C(=O)N2CCc3ccccc3C2)c2ccccc2n1	0.55	93.2	28.4	-6.2	0.4	0.7	-7.2	1.1	-12.0	12.0
Oc1ccccc1-c1nc(/C=C/c2ccccc2)nn1-c1ccccc1	1.24	107.1	3.0	6.5	13.9	1	10.6	0.9	12.3	-12.3
COc1ccccc1-c1nc(C#N)c(N2CCN(Cc3ccccc3)CC2)o1	0.8	101.9	6.3	2.5	15.6	0.9	-5.5	1	-5.0	5.0
Cc1ccc(Cn2nnnc2CN2CCC(NC(=O)c3ccc(Br)cc3)CC2)cc1	1.19	94.0	10.4	0.5	2.5	0.9	-4.5	1	-12.3	12.3
Nc1cc(-c2ccccc2)nn1Cc1ccc(Cl)cc1	1.34	103.0	19.3	-8.8	2.7	0.8	28.5*	1.1	-1.2	1.2
CCC(CC)c1nnc(NC(=O)c2c(C)nn(Cc3ccccc3Cl)c2C)s1	1.12	94.3	5.8	-9.6	4.3	0.9	-15.5	1.1	-6.3	6.3
CC(C)(C)C(=O)NC1=NN(c2c(Cl)cc(Cl)cc2Cl)C(=O)C1	1.2	110.1	-5.2	-9.1	5.7	1.1	4.1	1.1	0.5	-0.5
CCn1c(SCC(=O)NCc2ccco2)nnc1-c1c[nH]c2ccccc12	1.37	105.3	7.9	-4.4	0.3	0.9	-10.9	1	-9.0	9.0
Brc1cccc(-c2nnc3sc(CNC4CCCC4)cn23)c1	0.79	87.6	16.9	-8.8	6.5	0.8	3.2	1.1	-0.5	0.5
CS(=O)(=O)N1CCC(C(=O)N2CCN(c3ccccc3F)CC2)CC1	1.07	96.4	21.0	-4.6	-0.9	0.8	-0.4	1	-5.5	5.5
CCOC(=O)C1CCN(CC(=O)Nc2c(C(=O)OC)n(C)c3cccc(C)c23)CC1	0.77	95.8	8.5	-3.3	2.5	0.9	-0.8	1	-8.7	8.7
C#C[C@]1(O)CC[C@H]2[C@@H]3CCC4=C(CCC(=O)C4)[C@H]3CC[C@@]21C	1.07	105.9	15.3	-2.0	20.1	0.8	-5.2	1	14.3	-14.3
COCCN(C(=O)Cc1cccs1)C(C(=O)NCc1ccc(OC)cc1)c1ccc(C)cc1 (stereo not drawn)	0.61	96.9	-2.6	-3.6	15.5	1	3.5	1	7.7	-7.7
COc1ccc(-n2nc3ccc(NS(C)(=O)=O)cc3n2)cc1Cl	1.56	117.4	14.2	2.6	11.2	0.9	3.9	1	-20.5	20.5
Cc1cc(C)n2nc(-c3sccc3-n3cccc3)cc2n1	1.5	102.2	25.6	1.1	2.7	0.7	-5.6	1	9.0	-9.0
COc1ccc(-c2cc(=O)c3cc(OC)ccc3o2)cc1	5.29*	121.8	3.8	78.5*	-3.9	1	0.8	0.2	-154.6	154.6*
CCOC(=O)CSc1nc2ccccc2n1CC(=O)N(C(C)C)C(C)C	1.05	95.9	12.6	-3.5	3.4	0.9	-2.5	1	3.6	-3.6
CNC(=O)Cn1ncc2c(C)n(Cc3ccc(C)cc3)c(C)c2c1=O	1.22	101.5	8.9	-0.8	3.2	0.9	14.7	1	-4.4	4.4
CS(=O)(=O)N1CC2CCCN2c2ccc(C(F)(F)F)cc21 (stereo not drawn)	1.03	97.2	17.8	-1.3	-0.5	0.8	-3.5	1	-17.1	17.1
O=C(CSCc1ccccc1)N1CCN(c2ccccc2)CC1	1.76	116.9	-0.2	3.4	5.4	1	-1.5	1	-27.4	27.4
COc1cc(OC)c(NC(=S)NCc2ccc(F)cc2)cc1Cl	1.18	97.0	22.2	-3.1	-0.7	0.8	-8.8	1	-5.2	5.2
CC(C)c1ccc(OCC(=O)NC(Cc2c[nH]c3ccccc23)C(=O)O)cc1 (stereo not drawn)	0.98	101.9	3.0	5.6	7.2	1	10.8	0.9	11.7	-11.7
CCC(CC)c1nnc(NC(=O)CN2C(=O)C3C4C=CC(C4)C3C2=O)s1 (stereo not drawn)	1.08	97.3	12.0	-5.9	2.3	0.9	6.8	1.1	-9.7	9.7
COc1cc(C=O)ccc1OCCSc1ccc(Cl)cc1	1.61	108.9	7.4	0.2	7.2	0.9	3.5	1	0.2	-0.2
O=C(CCC(=O)c1cccs1)NC(c1ccccc1)c1ccccc1	0.87	107.9	8.5	-1.2	4.1	0.9	10.1	1	-7.5	7.5
CCOC(=O)N1CCN(C(=O)CSc2ccc3nnc(-c4ccccn4)n3n2)CC1	0.94	92.6	3.7	-8.6	0.2	1	1.8	1.1	-8.3	8.3
Cn1c(=O)n(Cc2ccccc2)c(=O)c2c1nc1n2CCCN1Cc1ccccc1	0.63	93.9	-0.6	-3.7	-1.6	1	3.2	1	-9.4	9.4

The results go on:
SMILES	NF-kB neuron act	STAT1 act	Diaph inh CS	FLuc inhib CS	G6PDH CS	Diaph act CS	TLR4-MyD88 BLA	FLuc stim CS	APP transl inh	APP 5'UTR act
COc1cccc(CNc2ccc(S(N)(=O)=O)cc2)c1OCc1ccccc1F	0.79	91.3	25.3	-3.2	-6.6	0.7	7.8	1	9.3	-9.3
O=C1C2C3CCC(C3NCc3ccccc3)C2C(=O)N1Cc1ccccc1 (stereo not drawn)	0.48	95.2	16.4	-3.7	0.8	0.8	-1.9	1	18.0	-18.0
O=C(CSc1ncccn1)Nc1ccccc1	1.26	99.9	12.1	-3.9	1.3	0.9	10.1	1	15.5	-15.5
CCCC(=O)NC(c1ccc(OC)c(OC)c1)c1c(O)ccc2ccccc12 (stereo not drawn)	1.14	97.8	17.9	-1.7	5.0	0.8	-4.1	1	-3.8	3.8
N#CC1=C(SCC(=O)Nc2cccc3cccnc23)NC(=O)C(C#N)C12CCCCC2 (stereo not drawn)	0.76	100.8	22.2	-5.6	8.0	0.8	-20.6	1.1	-11.9	11.9
